TcdB inh = TcdB glycohydrolase inhibition; 0.24% of 350,000 active; TcdB glycohydrolase enzymatic assay, plate reader; inhibition, % at 9.99 µM; in the data active = inhibition above about 10%
Active calls of the source: *; & = joins results of further samples. A portion of the library; rates above refer to the full screens.

SMILES | TcdB inh
CCC(=O)N1[C@@H]2Cn3c(ccc(C4=CCCC4)c3=O)[C@H]1[C@@H](C(=O)NCC1CCCCC1)[C@@H]2CO | 0.8
C[C@@H]1CN([C@@H](C)CO)C(=O)c2cccc(NS(=O)(=O)c3ccccc3)c2O[C@H]1CN(C)S(=O)(=O)c1ccccc1 | -0.8
O=S(=O)(c1ccccc1)N1CCCCN2[C@H](C1)[C@H](c1ccc(C#CC3CCCC3)cc1)[C@@H]2CO | 0.9
COc1ccc(NC(=O)N(C)C[C@H]2OCCCC[C@@H](C)Oc3ccc(NC(=O)Nc4ccc(C(F)(F)F)cc4)cc3C(=O)N([C@@H](C)CO)C[C@@H]2C)cc1 | -0.1
Cc1noc(C)c1S(=O)(=O)Nc1cccc2c1O[C@H](CN(C)C(=O)Nc1ccc(C(F)(F)F)cc1)[C@H](C)CN([C@@H](C)CO)C2=O | 0.6
COc1ccccc1-c1ccc2c(c1)O[C@@H](CN(C)C(=O)c1ccncc1)[C@@H](C)CN([C@@H](C)CO)S2(=O)=O | 0.6
C[C@@H]1CN([C@H](C)CO)C(=O)c2cc(-c3cncnc3)cnc2O[C@@H]1CN(C)Cc1ccncc1 | -0.6
CCCN1C[C@@H](C)[C@@H](OC)CN(C)C(=O)c2cc(NC(=O)NC3CCCCC3)ccc2OC[C@H]1C | -3.4
CN(C)CC#Cc1ccc([C@H]2[C@@H](CO)N3CCCCN(C(=O)CN(C)C)C[C@H]23)cc1 | -10.9
O=C(C1CCCC1)N1CCCCN2[C@H](C1)[C@H](c1ccc(C#CC3(O)CCCC3)cc1)[C@@H]2CO | -2.0
O=C(C1CCC1)N1CCCCN2[C@H](CO)[C@H](c3ccc(C#CC4CCCC4)cc3)[C@@H]2C1 | -0.5
NCC[C@@H]1CC[C@@H](NC(=O)C2CC2)[C@H](CO)O1 | -0.2
C[C@H](NC(=O)C[C@@H]1C[C@@H]2c3cc(NC(=O)CN(C)C)ccc3O[C@@H]2[C@H](CO)O1)c1ccccc1 | 0.0
O=C(C[C@@H]1C=C[C@@H](NC(=O)Nc2ccc(C(F)(F)F)cc2)[C@@H](CO)O1)NCc1cc(F)cc(F)c1 | 1.4
COCC(=O)Nc1ccc2c(c1)C(=O)N(C)C[C@@H](OC)[C@@H](C)CN(CCc1ccccc1)[C@@H](C)CO2 | 0.1
C[C@H](CO)N1C[C@H](C)[C@H](CN(C)S(=O)(=O)c2ccc(Cl)cc2)Oc2ccc(NC(=O)CCN3CCOCC3)cc2C1=O | 1.4
CCC(=O)Nc1ccc2c(c1)OC[C@@H](C)N(C(=O)CC1CC1)C[C@@H](C)[C@@H](OC)CN(C)C2=O | -8.1
CCC(=O)N1CC2(C1)[C@@H](c1ccccc1)[C@@H](CO)N2CCC(F)(F)F | -0.2
C[C@@H]1CN([C@@H](C)CO)C(=O)c2cc(-c3cccc(F)c3)cnc2O[C@@H]1CN(C)C | -0.3
C[C@H]1CCCCO[C@H](CN(C)Cc2ccc3c(c2)OCO3)[C@@H](C)CN([C@@H](C)CO)C(=O)c2cc(N(C)C)ccc2O1 | -15.7
O=C(c1ccccc1)N1C[C@H]2[C@@H](c3ccccc31)[C@@H](CO)N2S(=O)(=O)c1ccccc1 | 0.6
CC(=O)N1[C@@H]2Cn3c(cccc3=O)[C@H]1[C@@H](C(=O)N[C@H](C)c1ccccc1)[C@@H]2CO | 0.9
O=C(Nc1ccc(Cl)cc1)N1C[C@@H]2[C@H](c3ccccc31)[C@@H](CO)N2CC1CCCCC1 | 0.0
CCC(=O)N1C[C@@H](O)COC[C@@H]2O[C@@H](CC(=O)NCc3ccc(Oc4ccccc4)cc3)CC[C@H]21 | 0.8
C[C@H](CO)N1C[C@H](C)[C@@H](CN(C)S(=O)(=O)c2cn(C)cn2)Oc2ccc(NS(=O)(=O)c3ccc(Cl)cc3)cc2CC1=O | 0.7
CO[C@H]1CN(C)C(=O)c2cc(NC(=O)NC3CCCCC3)ccc2OC[C@@H](C)N(CC2CC2)C[C@H]1C | -0.6
O=C(Cc1ccncc1)N1CCCCN2[C@H](CO)[C@@H](c3ccc(-c4ccncc4)cc3)[C@H]2C1 | 0.1
C[C@@H]1CCCCO[C@@H](CN(C)CC2CC2)[C@@H](C)CN([C@H](C)CO)C(=O)c2cc(NC(=O)c3ccncc3)ccc2O1 | -0.9
CNC[C@H]1Oc2ccc(NS(=O)(=O)c3cccs3)cc2C(=O)N([C@H](C)CO)C[C@H]1C | 2.8
O=C(C[C@@H]1C=C[C@H](NS(=O)(=O)c2ccccc2)[C@H](CO)O1)N1CCC(Cc2ccccc2)CC1 | -0.7
C[C@H]1CCCCO[C@@H](CN(C)S(=O)(=O)c2ccc(Cl)cc2)[C@@H](C)CN([C@@H](C)CO)C(=O)c2cc(NS(=O)(=O)c3cn(C)cn3)ccc2O1 | 1.6
CCCN(C)C[C@@H]1OCCCC[C@@H](C)Oc2ccc(NS(=O)(=O)c3cccs3)cc2C(=O)N([C@@H](C)CO)C[C@@H]1C | -2.6
CNC[C@H]1Oc2ccc(NC(=O)Nc3ccc(C(F)(F)F)cc3)cc2CC(=O)N([C@H](C)CO)C[C@@H]1C | 0.2
C/C=C/c1ccc([C@@H]2[C@@H](CO)N3CCCCN(S(=O)(=O)c4ccccc4)C[C@@H]23)cc1 | -1.0
C[C@H]1CN([C@@H](C)CO)C(=O)c2cc(-c3cccnc3)cnc2O[C@H]1CN(C)S(C)(=O)=O | -0.9
CO[C@H]1CN(C)C(=O)c2ccc(NC(=O)C3CCCCC3)cc2OC[C@@H](C)N(Cc2nccs2)C[C@@H]1C | -11.1
Cc1ccc(-c2ccc([C@@H]3[C@H]4CN(C(=O)CN5CCOCC5)CC(=O)N4[C@H]3CO)cc2)cc1 | 0.0
COc1cccc(CN2[C@@H]3CNC[C@H]2C3c2ccc(-c3cccc(OC)c3)cc2)c1 (stereo partly drawn) | 0.4&1.1
CCS(=O)(=O)N[C@@H]1CC[C@@H](CC(=O)N2CCCCC2)O[C@@H]1CO | -0.1
C[C@@H]1CCCCO[C@@H](CN(C)S(=O)(=O)c2ccc(Cl)cc2)[C@@H](C)CN([C@@H](C)CO)C(=O)c2cc(NS(=O)(=O)c3cn(C)cn3)ccc2O1 | -0.1
Cc1ccc(-c2cnc3c(c2)C(=O)N([C@@H](C)CO)C[C@H](C)[C@H](CN(C)C(=O)Cc2ccccc2)O3)cc1 | 0.3
COCCNC(=O)C[C@@H]1C=C[C@H](NC(=O)NC2CCCCC2)[C@H](CO)O1 | -2.2
CNC[C@H]1Oc2ccc(NC(=O)Nc3ccc(C(F)(F)F)cc3)cc2C(=O)N([C@@H](C)CO)C[C@H]1C | 1.4
C[C@H]1CN([C@@H](C)CO)S(=O)(=O)c2ccc(/C=C/c3ccccc3)cc2O[C@H]1CN(C)C(=O)c1ccc2c(c1)OCO2 | 0.0
C[C@@H]1CN([C@@H](C)CO)C(=O)c2cc(-c3cccc(F)c3)cnc2O[C@@H]1CN(C)C(=O)c1cccc(F)c1 | 0.0
COc1ccc(S(=O)(=O)Nc2ccc3c(c2)C(=O)N([C@@H](C)CO)C[C@H](C)[C@H](CN(C)S(=O)(=O)c2ccc(F)cc2)OCCCC[C@@H](C)O3)cc1 | -0.7
C[C@@H]1CN([C@H](C)CO)C(=O)c2cc(NC(=O)Nc3ccc4c(c3)OCO4)ccc2O[C@@H](C)CCCCO[C@@H]1CN(C)Cc1ccc2c(c1)OCO2 | -0.8
CO[C@H]1CN(C)C(=O)c2cc(C#N)ccc2OCC[C@@H]2CC[C@H](OC)[C@@H](CN(C)C(=O)[C@H]1C)O2 | -1.3
C[C@@H]1CN([C@H](C)CO)C(=O)c2cc(NC(=O)c3ccncc3)ccc2O[C@H]1CN(C)Cc1ccc2c(c1)OCO2 | -1.5
COc1ccccc1-c1cnc2c(c1)C(=O)N([C@H](C)CO)C[C@H](C)[C@H](CN(C)CC1CCOCC1)O2 | -0.5
C[C@H](CO)N1C[C@H](C)[C@@H](CN(C)S(C)(=O)=O)OCCCC[C@H](C)Oc2ccc(NC(=O)Nc3ccc4c(c3)OCO4)cc2C1=O | -1.7
C[C@@H]1CCCCO[C@@H](CN(C)C(=O)NC2CCCCC2)[C@H](C)CN([C@@H](C)CO)C(=O)c2cc(NC(=O)NC3CCCCC3)ccc2O1 | -0.4
COc1ccc(S(=O)(=O)N[C@H]2CC[C@H](CC(=O)N3CCN(c4ccccc4)CC3)O[C@H]2CO)cc1 | -0.1
O=C(C1CC1)N1CC(=O)N2[C@H](CO)[C@H](c3ccc(C#CC4CCCC4)cc3)[C@H]2C1 | 0.5
C[C@H](CO)N1C[C@H](C)[C@H](CN(C)Cc2ccc(C(=O)Nc3ccccc3N)cc2)Oc2c(NS(=O)(=O)c3cccs3)cccc2C1=O | -0.6
CN1CCN(C(=O)C[C@H]2C[C@@H]3c4cc(NC(=O)NC5CCCC5)ccc4O[C@@H]3[C@H](CO)O2)CC1 | -1.3
C[C@@H]1CN([C@@H](C)CO)C(=O)Cc2cc(NS(=O)(=O)c3cn(C)cn3)ccc2O[C@@H]1CN(C)S(=O)(=O)c1ccc(F)cc1 | 0.0
CN1C(=O)c2cc(NS(=O)(=O)c3ccccc3F)ccc2OC[C@@H]2O[C@H](CC(=O)NC3Cc4ccccc4C3)CC[C@@H]21 | 0.2
CC(=O)N1[C@@H]2c3cccc(=O)n3C[C@H]1[C@H](CO)[C@H]2C(=O)NCc1ccc(F)cc1 | -0.1
CC(C)OC(=O)N(C)C[C@@H]1OCc2ccccc2-c2c(n(C)c3ccccc23)C(=O)N([C@@H](C)CO)C[C@@H]1C | 0.2

Sorted by heavy-atom count (low to high): some entries from above.
SMILES | TcdB inh
COCCNC(=O)C[C@@H]1C=C[C@H](NC(=O)NC2CCCCC2)[C@H](CO)O1 | -2.2
O=C(C1CC1)N1CC(=O)N2[C@H](CO)[C@H](c3ccc(C#CC4CCCC4)cc3)[C@H]2C1 | 0.5
O=C(Nc1ccc(Cl)cc1)N1C[C@@H]2[C@H](c3ccccc31)[C@@H](CO)N2CC1CCCCC1 | 0.0
O=C(C1CCCC1)N1CCCCN2[C@H](C1)[C@H](c1ccc(C#CC3(O)CCCC3)cc1)[C@@H]2CO | -2.0
O=S(=O)(c1ccccc1)N1CCCCN2[C@H](C1)[C@H](c1ccc(C#CC3CCCC3)cc1)[C@@H]2CO | 0.9
CNC[C@H]1Oc2ccc(NC(=O)Nc3ccc(C(F)(F)F)cc3)cc2C(=O)N([C@@H](C)CO)C[C@H]1C | 1.4
CO[C@H]1CN(C)C(=O)c2ccc(NC(=O)C3CCCCC3)cc2OC[C@@H](C)N(Cc2nccs2)C[C@@H]1C | -11.1
COc1ccccc1-c1ccc2c(c1)O[C@@H](CN(C)C(=O)c1ccncc1)[C@@H](C)CN([C@@H](C)CO)S2(=O)=O | 0.6
CN1C(=O)c2cc(NS(=O)(=O)c3ccccc3F)ccc2OC[C@@H]2O[C@H](CC(=O)NC3Cc4ccccc4C3)CC[C@@H]21 | 0.2
Cc1noc(C)c1S(=O)(=O)Nc1cccc2c1O[C@H](CN(C)C(=O)Nc1ccc(C(F)(F)F)cc1)[C@H](C)CN([C@@H](C)CO)C2=O | 0.6

Other records follow:
SMILES | TcdB inh
C/C=C/c1cnc2c(c1)C(=O)N([C@H](C)CO)C[C@@H](C)[C@H](CN(C)C(=O)Nc1ccccc1F)O2 | -0.4
C[C@@H]1CN([C@H](C)CO)C(=O)c2cc(C3=CCCCC3)cnc2O[C@@H]1CN(C)Cc1ccccn1 | 0.0
COc1ccc(CN(C)C[C@H]2Oc3c(NC(=O)c4ccc(-c5nccs5)cc4)cccc3C(=O)N([C@@H](C)CO)C[C@@H]2C)cc1 | 0.3
C[C@@H]1CN([C@@H](C)CO)C(=O)c2cc(C3=CCCCC3)cnc2O[C@H]1CN(C)C(=O)Nc1ccc(F)cc1 | 0.3
C[C@@H]1CN([C@@H](C)CO)C(=O)c2cccc(NC(=O)C3CC3)c2O[C@@H]1CN(C)S(=O)(=O)c1ccccc1 | 0.3
CO[C@H]1CN(C)C(=O)c2cc(NC(C)=O)ccc2OC[C@@H](C)N(C(=O)C2CCCCC2)C[C@H]1C | -1.0
COc1ccc(NC(=O)Nc2ccc3c(c2)CC(=O)N([C@@H](C)CO)C[C@@H](C)[C@@H](CN(C)Cc2ccc4c(c2)OCO4)O3)cc1 | 0.8
C[C@@H]1CCCCO[C@H](CN(C)C(=O)NC2CCCCC2)[C@@H](C)CN([C@H](C)CO)C(=O)c2cc(NS(=O)(=O)c3cccs3)ccc2O1 | 0.4
C[C@H]1CN([C@@H](C)CO)C(=O)c2cc(NC(=O)Nc3ccc(C(F)(F)F)cc3)ccc2O[C@H]1CN(C)Cc1ccc2c(c1)OCO2 | 1.0
CCCNC(=O)N(C)C[C@H]1Oc2cc(C#C[C@@H](C)O)ccc2S(=O)(=O)N([C@H](C)CO)C[C@@H]1C | 0.1
C[C@H]1CN([C@@H](C)CO)C(=O)c2cc(C3=CCCC3)cnc2O[C@H]1CN(C)C(=O)CN1CCOCC1 | 0.7
CC(C)NC(=O)Nc1ccc2c(c1)CC(=O)N([C@H](C)CO)C[C@H](C)[C@@H](CN(C)CC1CC1)O2 | 0.2
Cc1ccc(S(=O)(=O)Nc2ccc3c(c2)C(=O)N([C@@H](C)CO)C[C@@H](C)[C@H](CN(C)C(=O)NC(C)C)O3)cc1 | 0.0
CC=Cc1ccc2n(c1=O)C[C@H]1[C@H](CO)[C@@H](C(=O)NCc3cccc(F)c3)[C@@H]2N1S(C)(=O)=O (mixture of isomers) | -1.7
C[C@H]1CN([C@@H](C)CO)C(=O)c2cc(C#CC(C)(C)O)cnc2O[C@H]1CN(C)C(=O)C1CCOCC1 | -0.3
C/C=C/c1ccc2c(c1)O[C@@H](CN(C)C(=O)CC)[C@@H](C)CN([C@H](C)CO)S2(=O)=O | 0.8
O=C(CN1CCOCC1)N1CC[C@@H]2[C@H](CO)Nc3ccc(-c4ccc(F)cc4)cc3[C@@H]21 | 0.4
COc1ccc2c3c([nH]c2c1)[C@@H](CO)N(C(=O)c1cccnc1)CC31CCN(C(=O)c2cccnc2)CC1 | -0.5
C[C@H](CO)N1C[C@H](C)[C@H](CN(C)Cc2ccc(-c3ccccc3)cc2)Oc2ccc(NC(=O)Nc3ccc(F)cc3)cc2CC1=O | -2.9

High-throughput results from PubChem.
